HT1080NT lethal: kills 2HG-producing HT-1080-NT fibrosarcoma cells | HT-1080-NT fibrosarcoma viability, CellTiter-Glo ATP luminescence, 48 h | AID 686970 | Potency, µM (series often up to 46.1 µM), inactives show top-dose activity, negative = less viability, hits mostly cytotoxic | 1.6% of 360,000 active;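 further: NT is the 2HG producing partner of a matched IDH1 knockdown line; potency means the concentration at half of the fitted maximal effect; 0% = DMSO-treated cells and -100% = media-only wells without cells; nearly all actives have a fitted effect of over 55% in size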
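Read-out is CellTiter-Glo luminescence after 10 minutes at room temperature, following 48 hours' compound treatment of HT-1080-NT cells (750 cells/well, RPMI, 5% FBS, 37 degrees C).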
ATXN2 expr inh: inhibitors of ATXN2 expression; HEK-293 ATXN2-luciferase reporter, luminescence, 24 h; Potency, µM (highest dose often 57 µM), for the others: top-dose activity change, negative = inhibition, hits mostly inhibitors; 0.72% of 360,000 active; AID 1745845; further: potency means the concentration at half of the fitted maximal effect; on the % scale 0 is the no-effect control and ±100 the full control effect; nearly all actives have a fitted effect of over 55% in size
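qHTS (up to 57 uM final) was run with 24 h compound exposure of reporter cells at 37 °C. Each well was multiplexed: SteadyGlo luminescence measured ATXN2-luciferase expression after a fluorogenic Gly-Phe-AFC viability readout (25 uM final).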
ATXN viability: reduces viability in counter-screen for ATXN expression inhibitors. S2 cells (HEK-293 line with an ATXN2-luciferase reporter) viability, CellTiter-Fluor protease fluorescence, 24 h. Potency, µM (top dose mostly 56.7 µM), most hits filed as cytotoxic. AID 651635. 0.49% of 400,000 active; further: potency means the concentration at half of the fitted maximal effect; nearly all actives have a fitted effect of over 40% in size
KB-V1 MDR tox: KB-V1 MDR subline cytotoxicity; KB-V1 MDR cells viability, CellTiter-Glo, 72 h; Potency, µM (doses to about 46.1 µM), inactives show at the highest dose activity change, negative = cytotoxicity, most hits filed as cytotoxic; 3.4% of 400,000 active; further: potency means the concentration at half of the fitted maximal effect; on the % scale 0 is the no-effect control and ±100 the full control effect; nearly all actives have a fitted effect of over 60% in size
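Drug-selected KB-V1 cells, grown in DMEM lacking phenol red with 10% FBS, receive compound titrations; after three days at 37 degrees C, surviving cell ATP is quantified by CellTiter-Glo luminescence and responses normalized and curve-fitted.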
IL1B secr inh: inflammasome signaling inhibition, IL-1 beta readout. THP-1 LPS/ATP IL-1B secretion, AlphaLISA, 16 h; active compounds read low. activity change, % at 57.5 µM. 4.7% of 360,000 active. AID 743279; in the data active means activity change below about -50%; inconclusive means mostly about -30% to -49%; further: on the % scale 0 is the no-effect control and ±100 the full control effect
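THP-1 cells pretreated 1 hr with compounds (up to 57.5 uM final), then stimulated with LPS (250 ng/mL final) plus ATP (1.25 mM final); secreted IL-1B measured by AlphaLISA after 16 hr, decreased signal indicating inhibition.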
KB-3-1 tox: KB-3-1 parental cell cytotoxicity | KB-3-1 viability, CellTiter-Glo ATP luminescence, 72 h | Potency, µM (titrated, usually from 46.1 µM), for the others: top-dose activity change, negative = cytotoxic, most hits filed as cytotoxic | 1.4% of 400,000 active; further: potency means the concentration at half of the fitted maximal effect; on the % scale 0 is the no-effect control and ±100 the full control effect; nearly all actives have a fitted effect of over 60% in size
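Cytotoxicity measured as CellTiter-Glo luminescence after 72 h at 37 C. Compound titrations were pinned onto drug-naive KB-3-1 parental adenocarcinoma cells grown in DMEM with 10% FBS, and normalized data fitted to concentration-response curves.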
HT1080 IDH1KD tx: HT-1080 IDH1 knockdown cell toxicity (counter line); HT-1080 IDH1 knockdown viability, ATP luminescence, 48 h; Potency, µM (titrated, usually from 46.1 µM), inactives show top-dose activity, negative = toxicity, hits mostly cytotoxic; 2% of 360,000 active; AID 686971;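 further: potency means the concentration at half of the fitted maximal effect; 0% = DMSO wells and -100% = cell-free medium wells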
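Using the IDH1-knockdown HT-1080 line run in the same batch and compound series as the NT line, viability after 48 h at 37 °C was determined by CellTiter-Glo luminescence and expressed as % activity.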
MCF10A rerep: DNA re-replication induction in MCF 10a cells; 2.9% of 350,000 active; Potency, µM (titrated, usually from 46.1 µM), for inactives: at the highest dose activity, positive = re-replication, hits mostly activators; MCF 10A DNA re-replication, Hoechst nuclear intensity, 48 h; further: potency means the concentration at half of the fitted maximal effect; % of control where 0% means no effect; nearly all actives have a fitted effect of over 50% in size
SW480 rereplic: induces DNA re-replication in SW480 colon adenocarcinoma cells; 1.8% of 340,000 active; SW480 DNA re-replication, Hoechst DNA content imaging, 48 h; AID 624297; Potency, µM (top dose mostly 46.1 µM), inactives show at the highest dose re-replication activation, most hits filed as activators; further: potency means the concentration at half of the fitted maximal effect; % of control where 0% means no effect; nearly all actives have a fitted effect of over 55% in size
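Readout is total intensity of Hoechst-stained nuclei, excited at 405 nm and collected at 500-530 nm. Compound treatment lasted 48 hr at 37 C in 5% CO2 before staining.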
Active calls of the source: *; i = inactive; ? = inconclusive; . = no result given; [ ] = dose if it differs, or a comment. Unless noted, the call rests on the fitted dose curve; in most records, active means well fitted curve in the direction sought with a large enough effect; inconclusive means small, poorly fitted or top-dose-only effect, or another doubt; inactive means no such curve, though single readings can be large; an effect the other way counts as inactive or inconclusive.

SMILES	HT1080NT lethal	ATXN2 expr inh	ATXN viability	KB-V1 MDR tox	IL1B secr inh	KB-3-1 tox	HT1080 IDH1KD tx	MCF10A rerep	SW480 rereplic
O=C(COc1ccc2oc(-c3ccco3)cc(=O)c2c1)N1CCCCC1	2%	2%	i	-17%	-18	25%	0%	1%	9%
COC(=O)c1ccc(COC(=O)c2cnccn2)cc1	9%	-21%	i	-2%	2	-17%	20%	?	4%
CCOc1ccc(NC(=O)/C(C#N)=C/c2cn(CC(=O)O)c3ccccc23)cc1	5%	8%	?	14%	9	3%	0%	?	-3%
CN(c1ccc(C(=O)N2CCOCC2)cc1[N+](=O)[O-])C1CCCCC1	3%	37%[activator]	i	23µM*	-8	-11%	-2%	0%	-6%
Cc1cccc(S(=O)(=O)N(C)C[C@@H]2OCc3cn(nn3)CCCC(=O)N([C@@H](C)CO)C[C@H]2C)c1	3%	-1%	i	16%	-3	-8%	3%	.	.
Cc1ccccc1N1CC(C(=O)O)CC1=O (centres undefined)	28%	-6%	i	2%	19	0%	8%	-9%	-17%
Cc1ccc(C)c(Sc2ccc(S(=O)(=O)Nc3ccc(C(=O)O)cc3)cc2)c1	7%	.	.	19%	41	0%	1%	5%	-13%
CCc1ccc(S(=O)(=O)Nc2ccc(Cl)cn2)cc1	2%	.	i	16%	-3	-1%	-3%	-3%	?
Cc1cccc(NC(=O)c2ccc3nc(CCc4ccccc4)oc3c2)c1C	.	11%	i	-10%	.	0%	.	.	.
CN(C)S(=O)(=O)c1cccc(C(=O)Nc2ccc(N3CCOCC3)cc2)c1	-6%	-5%	?	19%	24	9%	-19%	15%	?
CN(C1CCCCC1)S(=O)(=O)c1ccc(-c2ccccn2)s1	0%	-11%	i	-26%	?	3%	-17%	1%	0%
CCOP(=O)(OCC)C(NC(=O)Nc1ccccc1)C(N)=O (centres undefined)	14%	6%	i	7%	28	-4%	18%	18%	3%
C=CCn1c(SCC(=O)Nc2ccc(OC)cc2)nc2c([nH]c3ccccc32)c1=O	2%	10%	i	-20%	i	29%	17%	-11%	-1%
CCOc1ccc(NC(=O)CSc2nnc(-c3ccccc3Cl)n2Cc2ccco2)cc1	?	-4%	i	21µM*	-2	?	?	2%	3%
Cc1ccc(S(=O)(=O)N2CCN(C)CC2)cc1-c1nnc2c3ccccc3c(C)nn12	-3%	5%	i	7%	?	0%	2%	6%	0%
Cc1sc2ncn(CC(=O)N3CCOCC3)c(=O)c2c1-c1ccccc1	2%	-17%	?	2%	8	3%	10%	-5%	7%
Cc1cccc(C(=O)N2c3ncnn3C3(CCCCC3)[C@@H]3CCCC[C@@H]32)c1	.	0%	i	-7%	.	7%	.	.	.
COc1cccc(-c2ccnc3c(-c4ccc(F)cc4)c(C)nn23)c1	.	6%	i	0%	.	-2%	.	.	.
Cc1ccc2nc3c(nc2c1)-c1ccccc1C3=O	-13%	53%[activator]	i	?	11	?	-9%	1%	-5%
CCOC(=O)N1CCN(C(=O)c2ccc3c(=O)n(-c4ccc(OC)cc4)c(=S)[nH]c3c2)CC1	-13%	-8%	i	-7%	5	-3%	-4%	19%	-1%
Cc1cc(S(=O)(=O)/N=C(\N)c2ccc(C(N)=O)cc2)cc(C)c1F	3%	-17%	i	0%	-2	2%	8%	-3%	0%
COc1ccc(NS(=O)(=O)c2ccc(N3CCCC3)c(NC(=S)Nc3cccc(C)c3C)c2)cc1	11%	-1%	i	?	?	-3%	7%	-6%	1%
COc1ccc(-c2noc(C3CCCN(C(=O)c4ccccc4OC)C3)n2)cc1OC (centres undefined)	-3%	20%	i	-11%	-9	-7%	-23%	-16%	13%
COc1cc(NC(=O)CCc2nnc3ccc(N4CCC5(CC4)OCCO5)nn23)cc(OC)c1	-12%	-3%	i	-13%	?	0%	-3%	1%	-22%
O=C(c1cccs1)N1CCN=C1SCc1ccc(Cl)cc1	20%	-24%	i	0%	40	14%	0%	-2%	-6%
O=C(Nc1cccc(Cl)c1)c1ccc2sc([C@@H]3O[C@H](CO)[C@H](O)[C@H](O)[C@H]3O)nc2c1	6%	17%	i	0%	2	13%	16%	.	.
CC12CN(C(=S)Nc3ccccc3)CC(C)(CN(C(=S)Nc3ccccc3)C1)C2=O	-7%	4%	i	6%	0	5%	-3%	0%	1%
CCOC(=O)c1ccc(NC(=O)Cn2ncc(Cl)c(Cl)c2=O)cc1	16µM*	?	?	?	-100*	?	4.6µM*	2.6µM*	2.6µM*
Cc1ccc(C(=O)CSc2ncnc3sc4c(c23)CCCC4)cc1	-6%	-7%	i	?	-5	0%	15%	12%	1%
Cn1c(=O)[nH]c(=O)c2c1nc(NCCCn1ccnc1)n2Cc1cccc(Br)c1	0%	10%	i	20%	58	-14%	4%	12%	-1%
O=C(Cc1ccc(Br)cc1)NCCc1ccc(F)cc1	-12%	-5%	i	0%	-17	0%	-25%	-3%	-11%[9.22 µM]
O=C(c1cc2cc(Cl)ccc2oc1=O)N1CCOCC1	8%	-5%	i	?	-23	-8%	6%	-6%	-5%
NC(=O)c1ccccc1OCCOCCOCCOc1ccccc1C(N)=O	4%	8%	i	-2%	26	6%	10%	15%	0%
O=C(CSc1nccn1-c1cccc(Cl)c1)NC1CCCC1	10%	-12%	i	-4%	-1	-5%	16%	-9%	-4%
CC(O)[C@@]1(O)CC[C@H]2[C@@H]3CC[C@H]4C[C@@H](O)CC[C@]4(C)C3=CC[C@@]21C (some centres undefined)	-3%	-3%	i	15%	-28	0%	-8%	1%	-4%
Clc1cccc(Cl)c1CSc1nnc(-c2ccncc2)s1	16%	0%	?	?	17	1%	21%	?	?
COc1ccccc1NS(=O)(=O)c1cccc(NS(=O)(=O)c2ccc(Cl)c(C(=O)O)c2)c1	6%	2%	i	12%	32	3%	16%	5%	-4%
COc1ccc(OC)c(/C=C/C(=O)OCC(=O)c2c(N)n(C)c(=O)n(C)c2=O)c1	7%	-26%[11.3 µM]	i	?	5	0%	8%	1%	22%
Cc1nn(-c2ccccc2)c(N2CCCC2)c1/C=N/NC(=O)C1CC1	-16%	.	i	?	0	-21%	?	10%	5%
Cc1cccc(-c2nsc(SCC(=O)Nc3cc(C)on3)n2)c1	0%	2%	i	?	-5	4%	-8%	?	-6%

Retrieved by structure from the entries so far, two records:
SMILES	HT1080NT lethal	ATXN2 expr inh	ATXN viability	KB-V1 MDR tox	IL1B secr inh	KB-3-1 tox	HT1080 IDH1KD tx	MCF10A rerep	SW480 rereplic
O=C(c1cccs1)N1CCN=C1SCc1ccc(Cl)cc1	20%	-24%	i	0%	40	14%	0%	-2%	-6%
COc1ccc(OC)c(/C=C/C(=O)OCC(=O)c2c(N)n(C)c(=O)n(C)c2=O)c1	7%	-26%[11.3 µM]	i	?	5	0%	8%	1%	22%

Continued.
SMILES	HT1080NT lethal	ATXN2 expr inh	ATXN viability	KB-V1 MDR tox	IL1B secr inh	KB-3-1 tox	HT1080 IDH1KD tx	MCF10A rerep	SW480 rereplic
O=C(Nc1cccc(NC(=O)c2sc3ccccc3c2Cl)c1)c1ccco1	-14%	41%[activator]	i	?	-17	11%	-21%	28%	0%
CC(C)(C)n1nc2c(c1NC(=O)c1cc(Cl)ccc1[N+](=O)[O-])CS(=O)(=O)C2	6%	.	i	2%	8	1%	0%	-5%	-16%
CCOC(=O)c1sc(NC(=O)CSc2nc(-c3ccco3)cc(C(F)(F)F)n2)c(C#N)c1C	-5%	7%	i	7%	17	7%	21%[9.24 µM]	-2%	-3%
O=C(Oc1cc(-c2ccccc2)no1)c1cccc(C(F)(F)F)c1	8%	-10%	i	3%	-17	7%	15%	-13%	0%
CCOc1ccc(-n2c(=O)c3c4c(sc3n(CC(=O)NCC3CCCO3)c2=O)CCCC4)cc1 (centres undefined)	2%	.	i	25%	-5	1%	3%	18%	-18%
CCOC(=O)c1c(-c2ccc(C)cc2)csc1/N=C/N(C)C	-6%	.	i	?	-11	0%	-4%	?	-75%[inhibitor]
CCC(=O)N1CCc2cc(OC)c(OC)cc2C1COc1ccc(F)cc1 (centres undefined)	-13%	.	i	-7%	?	-17%	0%	1%	-11%
Cc1ccc(C(=O)Nc2ccccc2NC(=O)c2ccc(C)o2)o1	6%	4%	i	2%	-13	11%	0%	7%	-1%
COc1ccc(-c2noc(CSc3nnc(-c4ccc(Cl)cc4)n3C)n2)cc1OC	.	-21%	i	-4%	.	-9%	.	.	.
O=C(CCc1c[nH]c2ccccc12)OCc1ccc(Br)cc1	3%	0%	i	-3%	-2	0%	5%	?	-2%
COc1ccc2cc(C3CC(c4ccco4)=NN3S(C)(=O)=O)c(Cl)nc2c1 (centres undefined)	-1%	3%	i	6%	-2	0%	-15%	1%	29%
CN(Cc1ccccc1)S(=O)(=O)c1ccc2c(c1)CCC(=O)N2	3%	-3%	i	-15%	8	-1%	-1%	-1%	-4%
O=C(CSCc1c(F)cccc1Cl)NCc1ccco1	-8%	13%	i	2%	-8	-2%	-5%	?	30%
Cc1ccc(NC(=O)Nc2ccc3c(c2)nc(C)n3C)cc1	23%	7%	i	6%	-22	-4%	23%	-2%	15%
N=C1/C(=C\c2ccc(Br)o2)C(=O)N=C2SC(CC(=O)N3CCCCC3)=NN12	5%	.	i	-18%	-10	-1%	2%	1%	-10%
CN(C(=O)Nc1cccc([N+](=O)[O-])c1)c1ccccc1	9%	19%	i	16%	0	3%	4%	-2%	-6%
CC(C)(C)N(Cc1ccccc1)C(=O)COC(=O)Cn1cnc2ccccc2c1=O	-1%	23%	i	4%	-10	-7%	11%	1%	-1%
CN(Cc1ccccc1)S(=O)(=O)c1ccc(NC(=O)c2cc(=O)c3ccccc3o2)cc1	.	-16%	?	-23%	.	3%	.	.	.
COC(=O)c1ccc(/C=C2/SC(=S)N(CCCC(=O)Nc3ccccn3)C2=O)cc1	-11%	?	i	?	4	-13%	?	23%	9%

Compounds as they come (roughly 11% active in at least one column).
